b-catenin transl = modulators of beta-catenin nuclear translocation. HeLa beta-catenin nuclear translocation, immunofluorescence imaging. nuclear translocation activity, % at 5 µM. 190,000 compounds, 0.3% hits;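 active means nuclear translocation activity above 50% at 5 µM, with a well cell count of 50 or more; inconclusive means wells under 50 cells across six images, flagged as toxic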;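 further: per-cell ratio of nuclear to cytoplasmic median beta-catenin stain intensity; plate controls were DMSO negative control for no effect and GSK-3 inhibitor IX positive control for full effect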
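Read-out: Nuclear/cytoplasmic beta-catenin signal ratio, % activation | Assay system: Human HeLa cell line | Times: 24 h compound exposure at 37°C, 5% CO2 | Signal: Fluorescence imaging of beta-catenin antibody stain plus DAPI | Dosing: 5 µM primary, 0.02–20 µM confirmation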
M17LAP inhibition = P. falciparum M17LAP inhibitors, primary screen, biochemical, fluorogenic H-Leu-NHMec substrate, 1536-well (AID 1619). inhibition, % at 30 µM; hits with a dose series show IC50 in µM. recombinant M17LAP, H-Leu-NHMec fluorogenic kinetic assay; higher % means a stronger effect. 220,000 compounds, 0.38% hits;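 active means compound inhibiting the enzyme by more than half at any dose during confirmatory dose-response retesting; inconclusive means strong single-dose inhibitors picked by rank but not retested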;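 further: plate controls were full reaction with DMSO carrier for no effect and no enzyme background for full effect; strong numbers were not always called active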
Dynein cargo inh = blocks dynein driven cargo transport along microtubules; 3617.4 mouse cells, GR-EGFP nuclear translocation imaging; test concentration mostly 20 µM; stimulated with dexamethasone, 1 µM; stronger effect = lower value; z-score, hits read low; 220,000 compounds, 0.47% hits; AID 1381;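 active means plate z-score of nuclear minus cytoplasmic receptor signal below a set negative limit, without overly bright fluorescence or cell loss, cut at about -3.5 in these data, passing the limit was not always enough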;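 further: z-score of nuclear minus cytoplasmic ring GR-EGFP intensity difference per well; some compounds called inactive have numbers as strong as hits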
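Buffer or medium: tet-free medium with charcoal-stripped serum / Also added: dexamethasone agonist, 1.0 µM final, for 30 min / Timing: induction 48 h, compound 1 h, agonist 30 min / Measured by: high-content fluorescence imaging after fixation / Read-out: nuclear-to-cytoplasmic GR-EGFP distribution per well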
MT stabilize HCS = microtubule stabilization, imaging screen; HeLa tubulin immunostaining HCS, 24 h; share of cells brighter than vehicle mean+2SD; % tubulin-high responders, % at 10 µM; 200,000 compounds, 0.83% hits; AID 2205;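 active means plate Z-score above 3 for both tubulin-high and condensed-nucleus cell shares, with cell loss under 80%, at 10 µM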;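 further: anti alpha tubulin signal scored within the nucleus-defined area of each cell; some results filed as inactive read as strong as hits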
NOD1 NF-kB reporter = inhibition of NOD1-driven NF-kB reporter – cell-based, luminescence, uHTS, primary screen (AID 1578); NOD1-driven NF-kB luciferase reporter cells, luminescence; higher % means a stronger effect; inhibition, % at 4 µM, or EC50 in µM where a hit was titrated; 290,000 compounds, 1% hits; in the data active means inhibition mostly above about 36%, no sharp cut-off; inactive means mostly below about 34%;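 further: HEK-293T reporter cells stimulated with the NOD1 agonist gamma-tri-DAP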
Yfh1-off respiration = enhancers of respiration in Yfh1-depleted yeast, dose response, Friedreich's ataxia, plus single-dose screen (AID 1465) | fold induction at 50 µM; hits with a dose series show EC50 in µM | S. cerevisiae Yfh1-off respiration, WST-1 reduction, 72 h; higher fold induction means a stronger effect | 220,000 compounds, 0.074% hits;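 active means fold induction of absorbance versus untreated yeast above a set limit, then at least 30% activation at any dose in follow-up; inconclusive means repeats straddling the limit, or above it without dose testing; inactive means fold induction below the set limit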;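 further: activators that raise dye reduction in frataxin-depleted yeast; strong numbers were not always called active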
Ins promoter up = MIN6 insulin promoter up-regulation; MIN6 insulin promoter-GFP reporter, high-content imaging; stronger effect = higher value; z-score at 5 µM; 190,000 compounds, 0.3% hits;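 active means z-score above 3 at 5 µM with at least 500 cells counted in the well; inconclusive means wells under 500 cells, flagged as cytotoxic or low count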
Autophagy HCS = autophagy modulation, high-content screen; AID 463193; 190,000 compounds, 0.98% hits; MEF GFP-LC3 puncta imaging; test concentration mostly 10 µM; calls only at 10 µM (by protocol);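 active means percentage of spot-positive cells more than 3 SD above its plate mean, without a fluorescence outlier flag or 80% toxicity; inconclusive means no clear call, values can overlap the other calls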;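 further: spot-positive cell cutoff set from DMSO-treated cells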
NOD2 inhibition = NOD2 signaling inhibitors, cell-based, luminescence, uHTS, HEK293 (AID 1566); HEK293 NOD2/NF-kB luciferase reporter, luminescence; higher % means a stronger effect; inhibition, % at 4 µM, or EC50 in µM where a hit was titrated; 290,000 compounds, 0.63% hits; in the data active means inhibition above about 50%; further: many of its hits are not listed in these tables
Dynein cargo inh cytoplasmic EGFP = recorded beside Dynein cargo inh, whose call it bears; z-score; measured here: cytoplasmic GR-EGFP intensity; stronger effect = higher value
Dynein cargo inh nuclear GR-EGFP = also measured in Dynein cargo inh; calls as there; z-score; measured here: nuclear GR-EGFP intensity;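 lower value marks the stronger effect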
Dynein cargo inh cell count = recorded beside Dynein cargo inh, whose call it bears; z-score; measured here: cell count per field
Ins promoter up cell count = second read-out of Ins promoter up, no call of its own (marks repeat the call); cell count; measured here: cytotoxicity, nuclei count;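 total cells summed across four imaged fields per well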
b-catenin transl cell count 5 µM = second read-out of b-catenin transl, no call of its own (marks repeat the call); cell count; measured here: cell count, cytotoxicity flag
MT stabilize HCS Hoechst-high % = second read-out of MT stabilize HCS, no call of its own (marks repeat the call); % Hoechst-high responders; measured here: nuclear condensation Hoechst responders;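 share of cells brighter than vehicle mean plus two SD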
MT stabilize HCS cytotoxicity % = further read-out of MT stabilize HCS, marked with its call; toxicity, %; measured here: cytotoxicity by cell density;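 0% = mean cell density of plate MIN control wells and 100% = no cells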
Autophagy HCS cell loss 18 h = second read-out of Autophagy HCS, no call of its own (marks repeat the call); toxicity, %; measured here: cell loss, nuclei count;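 cell loss after 18 h compound exposure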
* hit, by the source's call; i = inactive; u = inconclusive; x = no result given. Only part of the results is shown; rates above refer to the full screens.

SMILES	b-catenin transl	b-catenin transl cell count 5 µM	M17LAP inhibition	Dynein cargo inh	Dynein cargo inh cytoplasmic EGFP	Dynein cargo inh nuclear GR-EGFP	Dynein cargo inh cell count	MT stabilize HCS	MT stabilize HCS Hoechst-high %	MT stabilize HCS cytotoxicity %	NOD1 NF-kB reporter	Yfh1-off respiration	Ins promoter up	Ins promoter up cell count	Autophagy HCS	Autophagy HCS cell loss 18 h	NOD2 inhibition
O=C(Nc1nnc(-c2ccccc2)o1)Nc1ccc(F)cc1F	-3.7	877	5.1%	-0.751	0.784	-0.199	0.34	1.9	0.4	0.2	-18.5%	i	-0.39	1546	i	19.7	5.7%
COc1ccc(OC)c(NC(=O)Nc2ccc(Cl)cc2)c1	x	x	8.5%	0.536	-0.199	0.141	-0.0492	0.8	1.0	2.2	-19.5%	i	-0.16	963	i	-1.2	6.4%
Cc1csc(C(C#N)C(=O)c2cc3ccccc3o2)n1 (stereo not given)	-1.8	1387	31.5%	0.139	-0.322	0.197	-0.0498	4.6	6.1	3.9	-16.8%	i	2.45	1573	i	-1.7	-137.0%
CC(=O)C1=C(C)NC(=O)CC1c1ccccc1Cl (stereo not given)	1.9	1044	-2.8%	0.339	-0.34	0.0219	-0.158	2.4	2.0	1.6	-36.1%	i	-0.46	1237	i	3.8	3.1%
Cc1ccc2cc(CCNC(=O)c3cccs3)c(=O)[nH]c2c1	1.5	499	13.7%	-0.474	-0.137	0.393	0.432	3.2	1.7	10.3	-60.4%	x	-0.3	1342	i	8.1	-52.8%
CC(C)(C)C(=O)Nc1cccc(-c2nc3ccccc3[nH]2)c1	-3.9	1204	10.7%	-0.97	-0.302	-0.547	0.3	1.6	1.9	10.0	-23.0%	i	-0.26	852	i	-5.0	9.2%
COc1ccc(C(=O)Nc2cc(-c3nn4c(C)nnc4s3)ccc2C)cc1	x	x	2.8%	-0.284	-0.26	-0.0138	0.134	9.9	2.1	4.4	-18.2%	i	0.08	922	i	12.9	9.5%
COc1ccc2cc(-c3[nH]ncc3CNCCn3nc(C)cc3C)ccc2c1	0.4	976	0.2%	-0.849	-0.234	-0.58	0.796	3.0	2.4	6.0	20.9%	i	0.47	1488	i	22.0	-18.6%
COc1cc(/C=C/C(=O)N2CCN(C)CC2)cc(S(=O)(=O)N2CCc3ccccc32)c1OC	1.3	1238	11.6%	0.21	-0.478	0.339	-0.465	x	x	x	-10.9%	i	0.32	1007	x	x	6.1%
O=C(c1ccc(Cl)cc1)N1C2C=CC(C2)C1(C(F)(F)F)C(F)(F)F (stereo not given)	-2.4	572	-9.5%	1.87	-0.035	1.53	-0.414	5.5	2.5	9.1	-27.8%	i	0.42	1091	i	10.9	2.0%
CC(NC(=O)c1ccc(N2CCNCC2)c([N+](=O)[O-])c1)C12CC3CC(CC(C3)C1)C2 (stereo not given)	12.5	711	7.1%	2.33	-0.192	1.77	0.446	4.4	3.1	4.6	-35.3%	i	0.58	1409	i	12.9	16.2%
O=C(Nc1ccc2c(c1)OCCO2)c1ccccc1F	-1.4	1137	-9.3%	-0.662	-0.273	-0.0303	0.457	4.7	3.3	4.8	-29.6%	i	0.9	1020	i	-0.7	-101.3%
CCn1c(CCCCc2n[nH]c(=S)n2CC)n[nH]c1=S	0.4	1538	-5.3%	-0.393	0.046	0.487	-0.771	1.3	2.0	1.9	-8.7%	i	0.16	1409	i	-3.8	13.5%
C#CCNC(=O)C1=C[C@@H](c2coc3ccccc3c2=O)[C@H](CCCO)[C@@H](OCC)O1	-0.2	1030	-3.8%	-0.283	-0.182	0.121	-0.0348	3.5	1.3	4.0	-20.2%	i	1.64	1471	i	7.2	12.3%
O=C(c1cccc(S(=O)(=O)N2CCOCC2)c1)N1CCN(Cc2ccc3c(c2)OCO3)CC1	3.1	978	-3.3%	0.952	-0.0973	-0.0841	-0.781	3.1	3.0	6.2	-5.8%	i	x	x	i	-3.7	24.2%
CCc1nc(SCC(=O)OC(C)C)c2ccccc2n1	0.2	1572	14.0%	-1.08	-0.277	-0.677	0.873	1.3	0.9	10.7	3.3%	i	x	x	i	0.7	7.8%
O=S(=O)(/N=C(/Nc1ccccn1)c1ccccc1)c1ccccc1	x	x	-7.4%	-0.551	-0.198	-0.61	0.375	0.5	1.9	9.3	5.7%	i	x	x	i	0.1	21.8%
COC(=O)c1ccccc1-c1ccc(/C=C2\C(=O)N(c3ccccc3)N=C2c2ccccc2)o1	-2.1	1327	2.9%	1.33	-0.143	0.969	0.0891	2.1	1.7	4.8	7.1%	i	0.05	1504	i	17.4	2.0%
CCn1nc(C)c(/C=N/NC(=O)c2c[nH]c3ccccc23)c1C	-0.1	600	26.3%	1.67	-0.22	0.943	-0.844	2.7	2.2	2.8	-56.0%	i	0.22	1267	i	15.6	-46.9%
CCC(c1nnnn1Cc1ccc(OC)cc1)N(CCCO)Cc1cc2cc3c(cc2[nH]c1=O)OCO3 (stereo not given)	-0.6	1088	-16.8%	-0.537	0.0586	0.121	0.325	3.7	0.6	2.2	8.6%	i	-0.92	802	i	3.3	18.3%
CCn1nnnc1SCC(=O)Nc1cccc(C)n1	-5.0	1067	17.0%	0.522	-0.17	0.276	-0.773	2.6	1.9	8.3	9.6%	i	0.11	1172	i	7.2	12.2%
Cc1ccccc1Nc1nnc(SCC(=O)Nc2ncc(C(F)(F)F)cc2Cl)s1	-0.7	1073	54.8%	0.98	-0.199	0.45	-0.371	3.4	2.5	7.1	-18.3%	i	x	x	i	-2.6	8.5%
CCc1ccccc1NC(=O)CN(C)C(=O)Cn1ncc(Cl)c(Cl)c1=O	19.5	645	-1.4%	-3.71*	0.649*	-2.16*	-0.262*	5.6	6.8	14.4	36.8%	i	u	x	i	31.7	16.7%
O=C(/C=C/c1ccccc1Cl)NCc1ccco1	1.3	1447	-5.3%	-0.646	-0.194	0.287	1.5	3.0	1.7	2.9	-39.6%	i	-0.17	1603	i	18.7	-28.9%
COC(=O)Cn1nnc(N2CCOCC2)n1	-1.9	1184	7.9%	-0.653	-0.231	-0.352	0.461	x	x	x	-5.4%	i	-0.12	1532	x	x	-2.1%

Carrying on:
SMILES	b-catenin transl	b-catenin transl cell count 5 µM	M17LAP inhibition	Dynein cargo inh	Dynein cargo inh cytoplasmic EGFP	Dynein cargo inh nuclear GR-EGFP	Dynein cargo inh cell count	MT stabilize HCS	MT stabilize HCS Hoechst-high %	MT stabilize HCS cytotoxicity %	NOD1 NF-kB reporter	Yfh1-off respiration	Ins promoter up	Ins promoter up cell count	Autophagy HCS	Autophagy HCS cell loss 18 h	NOD2 inhibition
COc1ccc2[nH]cc(C(=O)N3CCCCC3)c(=O)c2c1	-4.8	843	2.6%	-0.584	-0.205	-0.382	0.595	1.1	1.2	6.3	-24.4%	i	-0.5	1456	i	1.2	-0.4%
CN(C)S(=O)(=O)N(CC(=O)N1CCN(c2ccccc2F)CC1)c1ccccc1	0.4	1090	-5.0%	-0.866	-0.275	-0.337	0.527	3.5	2.5	4.0	-46.0%	i	-0.45	1511	i	21.0	2.2%
CCOc1ccc(CCNC(=O)c2ccc(CNS(=O)(=O)c3ccccc3)cc2)cc1OCC	-2.6	535	-6.0%	0.332	-0.233	0.243	0.0619	2.3	1.6	4.7	13.9%	i	0.44	1189	i	-5.9	-2.3%
COc1ccc2c(c1)CC[C@@H]1[C@@H]2CC[C@]2(C)C(=O)CC[C@@H]12	x	x	-0.4%	0.701	-0.242	0.758	0.213	1.8	1.5	4.5	-43.3%	i	x	x	i	26.3	0.1%
O=C(N=Nc1c(O)n(Cc2ccccc2)c2ccccc12)c1ccncc1	0.5	1281	-6.2%	2.06	-0.242	0.87	-0.517	x	x	x	-10.6%	i	-0.91	1215	x	x	-2.7%
CCOC(=O)c1sc(NC(=O)CSc2nc(O)c(Cc3ccccc3)c(=O)[nH]2)nc1C	-0.1	1117	44.4%	1.56	-0.25	0.812	-0.818	2.9	2.4	2.7	-6.6%	i	0.85	1253	i	-1.5	7.7%
CC(NC(=O)C(c1ccccc1)c1ccccc1)C(=O)N1CCCCC1 (stereo not given)	-0.7	1107	-4.1%	2.55	-0.0751	1.43	-1.84	4.2	0.9	0.9	-54.5%	i	0.24	1242	i	-29.9	2.0%
CCCc1nc(SCC(=O)NNC(=O)c2ccc(OC)cc2)c2ccccc2n1	-0.6	1040	7.5%	-0.252	-0.296	-0.192	0.189	6.7	2.2	8.8	22.2%	i	0.3	1323	i	2.7	-2.9%
O=C(NCc1ccc2c(c1)OCO2)C(c1ccco1)N(C(=O)c1csnn1)c1ccccc1 (stereo not given)	-2.4	1219	15.1%	-0.46	-0.239	-0.0927	1.16	3.8	2.1	8.4	-23.7%	i	-0.41	1280	i	4.7	5.4%
CCOc1cc(C(=O)CSc2nnc(CNc3ccc(Cl)cc3)o2)ccc1NC(=O)CC	-1.5	725	8.7%	-0.367	-0.177	0.0672	-0.587	7.8	4.3	1.2	-83.0%	i	-1.27	606	i	17.5	6.3%
CCOC(=O)C1=C(SCC)c2cc3c(n2C1=O)CCCC3	x	x	5.3%	-3.58*	0.199*	-2.07*	0.693*	3.6	2.5	10.0	-36.8%	i	x	x	i	0.2	-4.8%
COc1ccc(-c2nc(=S)c3c(n2CCN2CCOCC2)CC(C)(C)OC3)cc1	-2.8	1223	45.2%	-0.349	-0.155	0.0669	-0.444	2.6	2.1	3.3	-37.9%	i	x	x	i	-6.0	9.4%
CC(C)(C)Cc1nc2ccccc2n1CCc1ccccc1	x	x	4.7%	-0.539	-0.177	-0.0726	0.0444	2.2	2.2	9.8	1.5%	i	x	x	i	-1.6	-21.8%
